EBI2 block – EBI2 receptor antagonists, beta-arrestin recruitment, primary screen, cell-based, luminescence, 7a,25-OHC stimulation, uHTS | G-protein coupled receptor 183 (Homo sapiens), P32249 | 7a,25-OHC stimulated | inhibition, % at 5 µM | 360,000 tested, 0.81% active | AID 651636, 2012; in the data active means inhibition above about 38%;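 further: enzyme fragment complementation signal reports receptor beta-arrestin coupling in cells; 0% = agonist plus DMSO wells and 100% = wells without agonist; some results beyond the cut were filed as inactive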
Target sequence (P32249 whole entry, looked up, the tested form may be a part): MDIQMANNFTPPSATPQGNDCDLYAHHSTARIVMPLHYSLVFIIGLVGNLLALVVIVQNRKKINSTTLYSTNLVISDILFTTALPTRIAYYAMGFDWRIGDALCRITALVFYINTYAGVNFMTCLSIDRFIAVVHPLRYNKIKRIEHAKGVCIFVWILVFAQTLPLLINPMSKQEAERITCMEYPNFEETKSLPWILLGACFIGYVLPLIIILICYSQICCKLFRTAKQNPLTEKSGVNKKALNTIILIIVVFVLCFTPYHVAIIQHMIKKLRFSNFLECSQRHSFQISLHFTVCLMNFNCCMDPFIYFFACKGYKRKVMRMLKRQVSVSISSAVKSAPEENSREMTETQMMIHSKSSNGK
CXCR6 block – CXCR6 receptor inhibitors, primary screen, cell-based, beta-arrestin, luminescence, CHO-K1 PathHunter, 1536-well. inhibition, % at 20 µM. 360,000 tested, 0.36% active; in the data active means inhibition above about 34%, passing the limit was not always enough;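 further: antagonist mode with CXCL16 agonist at 10 nM final; 0% = 10 nM CXCL16 with DMSO and 100% = unstimulated wells without agonist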
Target sequence (O00574 whole entry, looked up): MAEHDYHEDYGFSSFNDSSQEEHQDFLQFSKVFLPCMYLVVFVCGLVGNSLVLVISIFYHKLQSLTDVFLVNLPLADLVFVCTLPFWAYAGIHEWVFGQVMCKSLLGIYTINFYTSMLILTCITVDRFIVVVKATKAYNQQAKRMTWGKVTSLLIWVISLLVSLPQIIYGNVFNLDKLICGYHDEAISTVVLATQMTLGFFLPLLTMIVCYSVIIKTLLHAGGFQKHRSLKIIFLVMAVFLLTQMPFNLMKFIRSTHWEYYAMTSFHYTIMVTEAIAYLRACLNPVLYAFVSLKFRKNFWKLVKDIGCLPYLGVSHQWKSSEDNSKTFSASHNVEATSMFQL
Starred values were filed as active, the others as inactive.

Below each compound: EBI2 block | CXCR6 block
> CCN1C(=O)[C@H]2[C@@H](c3ccc(C)cc3)N[C@]3(CCCN(Cc4ccc(C(F)(F)F)cc4)C3=O)[C@H]2C1=O
  4.4 | -1.6
> CCCN(C(=O)COC(=O)CCC(=O)c1ccccc1)c1c(N)n(Cc2ccccc2)c(=O)[nH]c1=O
  -2.1 | -0.8
> CCNC(=O)c1cc2c(c(-c3cccc(-c4cccc(C(=O)N(C)C)c4)c3)n1)[C@@H](CCO)N(S(=O)C(C)(C)C)C2 (stereo not given in full)
  -10.4 | -5.7
> O=C1c2ccccc2C(=O)N1CC(O)COc1cccc2ccccc12 (stereo not given)
  -8.7 | -2.4
> O=S(=O)(Nc1ccc(-c2cn3c(n2)SCC3)cc1)c1cc(F)ccc1F
  -3.0 | -1.2
> CCc1nc2c(OCC(=O)C(C)(C)C)cccn2c1N(C)C(=O)Nc1ccccc1OC
  0.0 | 6.0
> Clc1cccc(CNc2ccn3nc(-c4cccc(OCc5ccccc5)c4)cc3n2)c1
  17.9 | 4.2
> Cn1c(N)c(C(=O)N2CCN(c3ccccc3)CC2)c(=O)n(C)c1=O
  0.0 | -2.2
> c1ccc(NN(Cc2cnccn2)c2ccccc2)cc1
  12.5 | -0.7
> COc1ccc(S(=O)(=O)N2CCN(CC(=O)N3CCNC3=O)CC2)cc1OC
  -1.7 | -2.7
> O=C(c1ccc(S(=O)(=O)Cc2cc(F)ccc2F)c([N+](=O)[O-])c1)N1CCOCC1
  -2.8 | -12.5
> C[C@H]1CN([C@@H](C)CO)C(=O)CCCn2cc(nn2)CO[C@@H]1CN(C)C(=O)c1cc(-c2ccccc2)on1
  -4.9 | -0.7
> Cc1ccc2cc(CNC[C@H]3O[C@@H](n4cc(C)c(=O)[nH]c4=O)C[C@@H]3O)c(N3CCOCC3)nc2c1
  -5.5 | -4.3
> CC1(C(=O)NCc2cccs2)CCN1CCc1ccccc1 (stereo not given)
  9.3 | 7.4
> Cc1nc2ccc(C(=O)NCCCn3ccnc3)cn2c1N(C)C(=O)CCc1ccccc1
  -0.7 | -4.0
> C[C@H](CO)N1C[C@H](C)[C@H](CN(C)C(=O)Nc2ccnc(N3CCOCC3)c2)OCc2cnnn2CCCC1=O
  0.0 | -0.7
> C=CCNc1ncnc2c1ncn2[C@H]1CN(C2CCCC2)C[C@@H](CO)O1
  -6.3 | -4.0
> COc1ccc(CC(N)c2csc(NC(=O)c3cccs3)n2)cc1 (stereo not given)
  -4.5 | -7.3
> COCCNC(=O)C1(C)CCCN(C(=O)CCc2ccccc2)C1 (stereo not given)
  -7.7 | -12.1
> Cc1ccc(S(=O)(=O)N2CC3(O)CN(C(=O)OC(C)C)N(C(=O)OC(C)C)CC3(OC(=O)NCc3ccco3)C2)cc1 (stereo not given)
  -4.0 | -1.4
> CC(C)CN1CCC1(C)C(=O)Nc1cc(-c2ccccc2)nn1C (stereo not given)
  0.3 | -3.9
> CCc1nc2c(OCc3ccccc3C(=O)OC)cccn2c1N(C)C(=O)c1cccc(OC)c1
  13.3 | 1.6
> CC1(C(=O)NS(=O)(=O)c2ccc3c(c2)CCO3)CCN1C(=O)C1(c2ccc(Cl)cc2)CCC1 (stereo not given)
  -1.8 | -16.4
> COC(=O)[C@@]1(Cc2ccc(F)cc2)[C@H]2c3cc(C(=O)N4CCCC4)n(Cc4ccc(C)c(F)c4F)c3C[C@H]2CN1C(=O)c1ccccc1
  19.4 | 6.3
> CC(C)CNc1ncnc2c1ncn2[C@H]1CN(Cc2ccc(Cl)cc2)C[C@@H](CO)O1
  8.2 | -8.2
> COc1ccc(CC(=O)NCc2cccc(Cl)c2)cc1S(=O)(=O)N1CCOCC1
  -1.5 | 0.9
> COCCN1C[C@@H](CO)O[C@@H](n2cnc3c(N4CCN(CCO)CC4)ncnc32)C1
  -4.5 | 4.6
> COCCNc1nc(NCc2ccc(NC(C)=O)cc2)c2sc(-c3ccccc3)cc2n1
  6.2 | -4.0
> C[C@@H]1CN([C@H](C)CO)C(=O)CCCn2nncc2CO[C@H]1CN(C)C(=O)Nc1ccnc(N2CCOCC2)c1
  -2.2 | -0.3
> O=C(CSc1ncn[nH]1)Nc1nc2c(F)c(F)c(F)cc2s1
  -5.4 | 0.8

5 neighbouring records from above, for reference:
Below each compound: EBI2 block | CXCR6 block
> COc1ccc(CC(=O)NCc2cccc(Cl)c2)cc1S(=O)(=O)N1CCOCC1
  -1.5 | 0.9
> COCCN1C[C@@H](CO)O[C@@H](n2cnc3c(N4CCN(CCO)CC4)ncnc32)C1
  -4.5 | 4.6
> COCCNc1nc(NCc2ccc(NC(C)=O)cc2)c2sc(-c3ccccc3)cc2n1
  6.2 | -4.0
> C[C@@H]1CN([C@H](C)CO)C(=O)CCCn2nncc2CO[C@H]1CN(C)C(=O)Nc1ccnc(N2CCOCC2)c1
  -2.2 | -0.3
> O=C(CSc1ncn[nH]1)Nc1nc2c(F)c(F)c(F)cc2s1
  -5.4 | 0.8

Following part
Below each compound: EBI2 block | CXCR6 block
> COc1ccccc1NC(=O)N(C)C[C@H]1OCc2cnnn2CCCC(=O)N([C@H](C)CO)C[C@@H]1C
  -2.6 | -2.2
> COc1cccc(-c2cc(NC=O)c3ncc(-c4cccc(C(=O)N(C)C)c4)n3c2)c1
  19.3 | 8.9
> CCNC(=O)C1CCCN(Cc2ccc(C)c3ccccc23)CC1 (stereo not given)
  -0.2 | 0.2
> O=C(NCCN1CCOCC1)C(=O)NCC1OCCN1S(=O)(=O)c1ccc(Cl)cc1 (stereo not given)
  -12.3 | 5.2
> COc1ccc(-c2nc3ccc(Cl)cn3c2Cc2cccc(F)c2)cc1OC
  11.1 | 15.8
> CC(=O)Nc1ccc(CN(C)c2c(C)nc3ccc(C(=O)Nc4ccc(Cl)c(Cl)c4)cn23)cc1
  6.1 | 1.4
> Clc1ccc(Br)c(-c2nc3ccccc3[nH]2)c1
  2.3 | 3.1
> CCCCCCN1C[C@@H](n2cc(COC(=O)c3ccccc3)nn2)[C@H](O)C[C@@H]1c1ccccc1
  3.6 | 5.5
> O=C(O)CNc1nc(NCc2ccc(Cl)cc2)ccc1[N+](=O)[O-]
  2.9 | 8.6
> CC1COCC(C)N1C(=O)c1cccnc1 (stereo not given)
  -9.4 | 1.6
> Cc1cccc(S(=O)(=O)N(C)C[C@@H]2OCc3cnnn3CCCC(=O)N([C@H](C)CO)C[C@H]2C)c1
  -1.9 | -4.8
> CCCS(=O)(=O)NC(=O)C1(C)CCN(C(=O)c2cncc(Br)c2)C1 (stereo not given)
  -1.5 | 2.2
> C[C@H]1CN([C@@H](C)CO)C(=O)c2cc(Br)cnc2O[C@@H]1CN(C)S(=O)(=O)c1ccccc1
  -4.7 | 9.1
> O=C1CCC(C(=O)OCC(=O)Nc2ccccc2Br)=NN1
  -14.1 | 0.1
> COc1ccc(C(=O)C=Cc2ccc3c(c2)OCO3)cc1OC
  -2.6 | 2.8
> CC(C)C[C@H]1CN([C@@H](CC(C)C)CN2CCC[C@H]2CN2C(=O)C(=O)NC[C@@H]2Cc2ccc(O)cc2)C(=O)C(=O)N1CCc1ccccc1
  -0.7 | -6.2
> CC1(Cc2ccc(C(F)(F)F)nc2)C(=O)Nc2cc(-c3ccccc3Cl)ccc21 (stereo not given)
  6.1 | 1.7
> CCOC1=C2[C@H]([C@H]3C(=O)N(c4ccccc4)C(=O)[C@H]3C1)[C@@H](C(C)C)N(S(=O)(=O)c1ccc(C)cc1)[C@H]2c1ccccc1
  0.3 | 2.4
> CN(C)C(=O)c1cccc(-c2cccc(-c3nc(C(=O)NCc4ccccc4)cc4c3[C@@H](CCO)N(S(=O)C(C)(C)C)C4)c2)c1 (stereo not given in full)
  -6.2 | -0.1
> O=C(NCc1ccc(Cl)nc1)c1ccc2sc([C@@H]3O[C@H](CO)[C@H](O)[C@H](O)[C@H]3O)nc2c1
  -3.5 | 19.9
> CC(C)C[C@H]1CNC(=S)N1C[C@H]1CCCN1C[C@H](Cc1ccc(O)cc1)N1C[C@H](Cc2ccc(O)cc2)N(CC2CCCCC2)C1=S
  25.7 | 8.1
> COc1ccccc1C(=O)COC(=O)C1CCN(S(=O)(=O)c2ccccc2)CC1
  21.7 | -4.7
> CCc1nc2c(OCc3cccc(OC)c3)cccn2c1N(C)C(=O)c1ccc(OC)cc1
  -1.5 | 1.7
> Nc1ncnc2c1ncn2[C@@H]1O[C@H](C(=O)N2CCN(Cc3ccccn3)CC2)[C@@H](O)[C@H]1O
  -5.4 | 3.7
> COc1ccc([C@H]2C[C@@H](n3cc(COC(=O)c4ccccc4)nn3)[C@H](O)CN2Cc2cccs2)cc1
  18.1 | -0.9
> Cc1cn([C@H]2C[C@H](O)[C@@H](CNC(=O)[C@H]3CCC(=O)N3)O2)c(=O)[nH]c1=O
  3.9 | -1.9
> CCNC(=O)C1(C)CCCN1Cc1c(F)cccc1F (stereo not given)
  -0.2 | -10.5
> CCOC(=O)[C@]12CCC=C1N(Cc1ccccc1)C(=O)[C@H](CC(=O)N1CCN(C(=O)c3ccco3)CC1)C2
  1.1 | -0.7
> CC(C)C[C@@H](CN1CCC[C@H]1CN1C(=O)C(=O)NC[C@@H]1Cc1ccc(O)cc1)N1C[C@H](Cc2ccccc2)N(CCc2ccccc2)C(=O)C1=O
  -2.2 | -1.2
> COc1ccc(NC(=O)C[C@H]2C(=O)N(CCc3ccccc3)C[C@@H]2CSC)cc1
  -12.4 | -2.6

(more compounds)
Below each compound: EBI2 block | CXCR6 block
> CCCCCCCCN1C(=O)[C@H](CC(=O)NCCCOC)C[C@@]2(C(=O)OC)CCCCC=C12
  -3.1 | 0.8
> COC(=O)N1CCCC(c2cc(C(=O)Nc3ccccc3Cl)no2)C1 (stereo not given)
  -9.2 | 0.9
> C[C@@H]1CN([C@@H](C)CO)C(=O)CCCn2cc(nn2)CO[C@H]1CN(C)C(=O)c1cc(-c2ccccc2)on1
  -9.6 | 2.2
> CCNC(=O)C1(C)CCN(C(=O)c2ccc(F)c(Cl)c2)C1 (stereo not given)
  -8.2 | 2.3
> CC1(C)CC(=Cc2ccccc2[N+](=O)[O-])C(=O)c2ccccc21
  11.6 | 0.4
> NC(=O)c1ccc(NS(=O)(=O)c2ccc(S(=O)(=O)N3CCCC3)cc2)cc1
  -5.7 | 1.8
> O=c1[nH]c2ccccc2nc1-c1nnnn1C1CCCC1
  3.8 | -1.9
> CCc1nc2ccc(C(=O)NCc3ccc(OC)cc3)cn2c1N(C)C(=O)Cc1ccccc1
  -7.4 | 3.6
> OC(c1cccnc1)c1nc(-c2ccc3c(c2)OCO3)cs1 (stereo not given)
  -1.4 | -1.0
> C[C@@H]1CN([C@H](C)CO)S(=O)(=O)c2ccc(C3=CCCCC3)cc2O[C@H]1CN(C)C(=O)Cc1cccnc1
  3.0 | 3.8
> CCCNC(=O)C1(C)CCCN(CCC(=O)c2ccccc2)C1 (stereo not given)
  -5.1 | 4.8
> CCCCCCCCN1C(=O)[C@H](CC(=O)N2CCCCC2)C[C@@]2(C(=O)OCC)CCCC=C12
  10.7 | 13.7
> Cc1cc2nc(-c3cccc(Br)c3)c(Cc3ccccc3)n2c(C)c1Br
  -6.0 | 4.6
> O=C1OC(c2ccc(F)cc2)CC1CN1CCOCC1 (stereo not given)
  0.7 | 4.6
> C#CCNC(=O)c1ccc2sc([C@H]3C[C@H](O)[C@@H](CO)O3)nc2c1
  -4.2 | 1.0
> COc1ccc(NC(=O)C2Cc3c(-c4ccc5c(c4)OCO5)ccnc3O2)cc1OC (stereo not given)
  -9.5 | -3.9
> CCOC(=O)CNC(=O)N(C)[C@H]1C[C@H]2c3[nH]c4ccccc4c3CCN2C[C@H]1[C@H](C)O
  -10.5 | -1.8
> CS(=O)(=O)Nc1ccccc1-c1ccc2nccn2c1
  -11.8 | -7.8
> CCCCN1C(=O)C(CC(=O)NCCCCc2ccccc2)CC(C(=O)N2CCOCC2)=C1C (stereo not given)
  -2.9 | 2.6
> CCOc1cc(N2CCOCC2)c(OCC)cc1NC(=O)c1cccc(S(=O)(=O)N2CC(C)OC(C)C2)c1 (stereo not given)
  -3.3 | -2.2
> C[C@@H](CO)NC(=O)[C@H]1O[C@@H](n2cnc3c(N)ncnc32)[C@H](O)[C@@H]1O
  -12.2 | -7.2
> CCOC(=O)[C@]12CCCC=C1N(Cc1ccc(Cl)cc1Cl)C(=O)[C@H](CC(=O)NCc1cccs1)C2
  7.6 | 8.0
> C[C@@H](c1ccccc1)N1C[C@@H](COCc2ccccc2)Oc2cc(N3CC[C@@H](N(C)C)C3)ccc2S1(=O)=O
  6.6 | 11.8
> COc1cc(CNC[C@H]2O[C@@H](n3cc(C)c(=O)[nH]c3=O)C[C@@H]2O)ccc1OCc1cccc(Cl)c1
  -7.2 | -3.4
> CC(C)C[C@H]1CNC(=S)N1C[C@H]1CCCN1C[C@H](CC(C)C)N1C[C@H](CC(C)C)N(CCc2ccccc2)C1=S
  -7.8 | 20.5
> CC1(C)CC2(OC2c2ccccc2[N+](=O)[O-])C(=O)c2ccccc21 (stereo not given)
  -1.8 | 2.1
> C[C@H](CO)N1C[C@H](C)[C@@H](CN(C)C(=O)Nc2ccnc(N3CCOCC3)c2)OCc2cnnn2CCCC1=O
  -4.0 | 1.2
> C[C@@H]1CN([C@H](C)CO)C(=O)CCCn2nncc2CO[C@@H]1CN(C)S(=O)(=O)c1cn(C)cn1
  0.7 | -7.5
> COc1ccc(-c2csc(C(NC(C)=O)c3ccccc3)n2)cc1 (stereo not given)
  -4.1 | 1.0
> Nc1[nH]c(C(=O)c2ccccc2)c(-c2ccc(F)cc2)c1C(=O)NCc1ccccc1
  2.7 | -7.1
> COc1ccc(CN2C(=O)c3ccccc3C2=O)cc1C(=O)N(C)CC(=O)Nc1ccc(C)cc1
  -5.1 | 2.4

Screens: PubChem, Sanford-Burnham Center for Chemical Genomics

Some of the compounds tested. The share of hits here may be higher or lower than overall.
